From PubChem
mcGAS lum = mouse cGAS inhibition by luminescence | inhibition, % at 12.5 µM | recombinant cGAS, Kinase-Glo ATP depletion luminescence | Q8C6L5 | 160,000 compounds, 0.15% hits;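 also: 0% = negative control wells and 100% = reference inhibitor with no enzyme activity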
hcGAS inh = inhibitors of human cGAS; inhibition, % at 12.5 µM; recombinant h-cGAS, ATP depletion, Kinase-Glo luminescence; 290,000 compounds, 0.081% hits;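 also: 0% = vehicle reaction and 100% = reaction without DNA for no activity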
Target sequence (Q8N884 whole entry, looked up): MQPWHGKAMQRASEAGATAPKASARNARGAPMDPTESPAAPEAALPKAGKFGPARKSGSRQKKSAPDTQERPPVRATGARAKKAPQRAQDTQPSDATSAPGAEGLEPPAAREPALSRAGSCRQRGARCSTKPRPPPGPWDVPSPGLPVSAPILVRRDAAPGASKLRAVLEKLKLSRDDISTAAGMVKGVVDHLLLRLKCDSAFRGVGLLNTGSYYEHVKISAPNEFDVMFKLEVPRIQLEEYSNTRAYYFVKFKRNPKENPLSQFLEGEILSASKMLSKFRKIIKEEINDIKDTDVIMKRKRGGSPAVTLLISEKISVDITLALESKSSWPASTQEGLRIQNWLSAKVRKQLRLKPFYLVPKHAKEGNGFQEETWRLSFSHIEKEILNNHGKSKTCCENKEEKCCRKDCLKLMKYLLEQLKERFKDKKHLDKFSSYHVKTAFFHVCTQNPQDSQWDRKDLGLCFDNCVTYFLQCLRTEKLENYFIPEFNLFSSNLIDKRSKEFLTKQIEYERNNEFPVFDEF
NPYLR7 ag = activates Aedes aegypti NPYLR7 receptor; HEK293T NPYLR7/Galpha15, GCaMP6s calcium fluorescence; activation, % at 10 µM; 270,000 compounds, 0.15% hits; in the data active = activation above about 40%;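 also: 0% = vehicle and 100% = reference agonist at the receptor; some compounds past the cut are filed as inactive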
Numbers without * were called inactive; & = joins results of further samples. Rule as the data show it, unless noted: active = inhibition above about 40%; inactive = the rest.

`CCc1nnsc1C(=O)NCc1ccc(C)n1C` gave hcGAS inh -1 and NPYLR7 ag 1.
Screening COC1CCCN(C(=O)CCc2cccc(F)c2)C1 (stereo not given) returned hcGAS inh -1 and NPYLR7 ag -6.
c1cc(-c2nccn2CCn2ccnc2)ccn1 was read as hcGAS inh -9 and NPYLR7 ag -4.
CCCN1C(=O)NC(c2ccc(F)c(F)c2)C(C(=O)OC)=C1C (stereo not given) was read as hcGAS inh -7 and NPYLR7 ag 2.
Screening CC(N)=C(C#N)C(=O)CSc1nnc(C)s1 returned hcGAS inh -4 and NPYLR7 ag 0.
For CCOCCOc1nc(-c2ccccc2F)n(-c2ccc(NC(=O)C(Cl)Cl)cc2)n1 the results were mcGAS lum -4, hcGAS inh -1 and NPYLR7 ag 12.
For O=C(Cn1cnc2cc(F)c(F)cc21)Nc1cccc(F)c1 the results were mcGAS lum -8, hcGAS inh -8 and NPYLR7 ag 12.
CCc1cccc2c(CCNC(=O)CCN3CCSC3=O)c[nH]c12 was read as mcGAS lum 5, hcGAS inh 5 and NPYLR7 ag -1.
COc1c(C)cc(-c2cc(N3CCN(C)CC3)nc(N)n2)cc1C was read as hcGAS inh -7 and NPYLR7 ag 17.
For CCOc1nc(-c2ccc(Cl)c(Cl)c2)n(-c2cccc(NC(=O)COC)c2)n1 the results were mcGAS lum -5, hcGAS inh -2 and NPYLR7 ag 7.
COc1ccccc1/C=C/CN1CCC2(CC1)C(=O)NCCN2C was read as hcGAS inh -2 and NPYLR7 ag 7.
`Cc1ccc(Cl)c(NC(=O)CN2CCOC(C)C2)c1Cl` (stereo not given) gave hcGAS inh -8 and NPYLR7 ag -6.
For O=C1C(=O)N(CO)C(c2ccccc2)C1=C(O)c1ccccc1 (stereo not given) the results were mcGAS lum -5, hcGAS inh -4 and NPYLR7 ag 15.
Screening Cc1ccccc1C(NC(=O)C1CCN(CCCOc2ccccc2)CC1)c1ncccc1C (stereo not given) returned mcGAS lum -3, hcGAS inh -5 and NPYLR7 ag 21.
For CCOCCOc1nc(-c2ccc3c(c2)OCO3)n(-c2ccc(NC(=O)c3ccc(F)cc3)cc2)n1 the results were mcGAS lum -5, hcGAS inh -12 and NPYLR7 ag 15.
COc1ccc2[nH]c3c(c2c1)CCN(C(=O)c1ccc(C(F)(F)F)c(F)c1)C3COCc1ccccc1 (stereo not given) was read as mcGAS lum 2, hcGAS inh -4 and NPYLR7 ag -15.
For COc1ccc(-c2c(C)nn3c4c(nnc23)C(=O)CC(C)C4)cc1 (stereo not given) the results were hcGAS inh 2 and NPYLR7 ag -12.
For N#CCCC(C#N)CSc1nnc(C2CC2)n1C1CC1 (stereo not given) the results were hcGAS inh -13 and NPYLR7 ag 0.
For COc1ccc(C(=O)CSc2ccc3nnc(CCNC(=O)c4ccc(C)cc4)n3n2)cc1 the results were mcGAS lum -8, hcGAS inh -5 and NPYLR7 ag 7.
Screening COc1ccc(Cl)cc1C(=O)Nc1nn(C)c2c1C(C)CC(=O)N2 (stereo not given) returned mcGAS lum -11, hcGAS inh -3 and NPYLR7 ag -20.

Sorted by count of non-hydrogen atoms (highest first): part of the list above
COc1ccc2[nH]c3c(c2c1)CCN(C(=O)c1ccc(C(F)(F)F)c(F)c1)C3COCc1ccccc1 (stereo not given) was read as mcGAS lum 2, hcGAS inh -4 and NPYLR7 ag -15.
For CCOCCOc1nc(-c2ccc3c(c2)OCO3)n(-c2ccc(NC(=O)c3ccc(F)cc3)cc2)n1 the results were mcGAS lum -5, hcGAS inh -12 and NPYLR7 ag 15.
Screening Cc1ccccc1C(NC(=O)C1CCN(CCCOc2ccccc2)CC1)c1ncccc1C (stereo not given) returned mcGAS lum -3, hcGAS inh -5 and NPYLR7 ag 21.
For COc1ccc(C(=O)CSc2ccc3nnc(CCNC(=O)c4ccc(C)cc4)n3n2)cc1 the results were mcGAS lum -8, hcGAS inh -5 and NPYLR7 ag 7.
For CCOCCOc1nc(-c2ccccc2F)n(-c2ccc(NC(=O)C(Cl)Cl)cc2)n1 the results were mcGAS lum -4, hcGAS inh -1 and NPYLR7 ag 12.
For CCOc1nc(-c2ccc(Cl)c(Cl)c2)n(-c2cccc(NC(=O)COC)c2)n1 the results were mcGAS lum -5, hcGAS inh -2 and NPYLR7 ag 7.
For COc1ccc(-c2c(C)nn3c4c(nnc23)C(=O)CC(C)C4)cc1 (stereo not given) the results were hcGAS inh 2 and NPYLR7 ag -12.
CCCN1C(=O)NC(c2ccc(F)c(F)c2)C(C(=O)OC)=C1C (stereo not given) was read as hcGAS inh -7 and NPYLR7 ag 2.
For O=C(Cn1cnc2cc(F)c(F)cc21)Nc1cccc(F)c1 the results were mcGAS lum -8, hcGAS inh -8 and NPYLR7 ag 12.
For N#CCCC(C#N)CSc1nnc(C2CC2)n1C1CC1 (stereo not given) the results were hcGAS inh -13 and NPYLR7 ag 0.
Screening COC1CCCN(C(=O)CCc2cccc(F)c2)C1 (stereo not given) returned hcGAS inh -1 and NPYLR7 ag -6.
`CCc1nnsc1C(=O)NCc1ccc(C)n1C` gave hcGAS inh -1 and NPYLR7 ag 1.
Screening CC(N)=C(C#N)C(=O)CSc1nnc(C)s1 returned hcGAS inh -4 and NPYLR7 ag 0.

(listing goes on)
Screening COc1ccccc1CCNC(=O)CSc1nc2sccc2c(=O)[nH]1 returned hcGAS inh -14 and NPYLR7 ag -4.
`Cc1c(C(=O)N2CCN(C(=O)/C=C/c3ccccc3)CC2)cc(-c2ccc(Cl)cc2)n1-c1ccccc1F` gave mcGAS lum -6, hcGAS inh -4 and NPYLR7 ag 14.
Screening O=C1c2ccccc2C(=O)c2cc(I)ccc21 returned mcGAS lum -3, hcGAS inh 5 and NPYLR7 ag -2.
For O=C1NC2(CCCC2)Oc2ccccc21 the results were hcGAS inh -7 and NPYLR7 ag 16.
COc1ccc(-n2c(SCc3ccc(C(=O)NC4CC4)cc3)nnc2-c2ccc(C)cc2)cc1 was read as mcGAS lum -4, hcGAS inh -4 and NPYLR7 ag -2.
`CC1=C(C(=O)OCCc2ccccc2)C(c2ccc(O)c([N+](=O)[O-])c2)NC(=O)N1` (stereo not given) gave mcGAS lum -6, hcGAS inh 4 and NPYLR7 ag -7.
O=C(O)CN(C=CC(=O)C(F)(F)F)CC(=O)O was read as hcGAS inh -3 and NPYLR7 ag -11.
For Cc1ccccc1C1CCCN(C(=O)c2cn(C3CCCCCC3)nn2)C1 (stereo not given) the results were mcGAS lum -10, hcGAS inh -6 and NPYLR7 ag 7.
Screening Nc1ncc(Br)cc1S(=O)(=O)Nc1cccnc1 returned hcGAS inh -5 and NPYLR7 ag 1.
`CN1CCN(CC(=O)N2N=C3c4ccccc4CCC3C2c2ccc(F)cc2)CC1` (stereo not given) gave hcGAS inh -7 and NPYLR7 ag 5.
For O=c1[nH]c(SC2CCCC2)nc2c1cnn2CCO the results were hcGAS inh -10 and NPYLR7 ag 0.
C=CCn1c(-c2nnc(CC)o2)cc2ccccc21 was read as mcGAS lum -12, hcGAS inh -6 and NPYLR7 ag -4.
Screening COc1ccc(OC)c(CN2CCCn3cccc3C2c2ccc(F)cc2)c1 (stereo not given) returned mcGAS lum 0, hcGAS inh -1 and NPYLR7 ag -9.
For Cc1ccc(NC(=O)Cn2nnc(C(=O)NCc3ccc(F)cc3)c2N)c(Cl)c1 the results were mcGAS lum -9, hcGAS inh -5 and NPYLR7 ag -11.
For CC(C)C1CN(C(=O)CCc2ccncc2)CCCN1Cc1ccc(F)cc1 (stereo not given) the results were hcGAS inh -8 and NPYLR7 ag 6.
Screening Cc1cc(C)n(CCn2ccnc2-c2cc3ccccc3o2)n1 returned hcGAS inh -4 and NPYLR7 ag -1.
Screening COc1ccccc1CN(Cc1cccc(C(F)(F)F)c1)Cc1nc(C(=O)NCCc2ccccn2)co1 returned mcGAS lum -6, hcGAS inh -1 and NPYLR7 ag 26.
Screening CC(C)n1c(CN2CCN(C)CC2)nc2c1c(=O)n(C)c(=O)n2C returned mcGAS lum -7, hcGAS inh -4 and NPYLR7 ag 1.
Screening CC(C)c1ocnc1C(=O)OCC1CC(=O)N(c2ccccc2)C1 (stereo not given) returned hcGAS inh -16 and NPYLR7 ag 12.
`O=C(Nc1cccc2ccccc12)c1c(O)c2ccccc2[nH]c1=O` gave mcGAS lum -6, hcGAS inh -1 and NPYLR7 ag 2.
For O=C1/C(=C/c2ccc(-c3ccc([N+](=O)[O-])cc3)o2)C=C(c2ccccc2)N1c1ccccc1Br the results were mcGAS lum 1, hcGAS inh 0 and NPYLR7 ag 1.
For Cc1ccc(S(=O)(=O)N2CCCCC2)cc1S(=O)(=O)Nc1cn[nH]c1 the results were hcGAS inh -6 and NPYLR7 ag 1.
Screening CC(CNC(=O)c1cccn1C)N1CCc2ccccc2C1 (stereo not given) returned hcGAS inh -19 and NPYLR7 ag 0.
`Cc1cc(CC(C)NC(=O)c2cc3ncccn3n2)n[nH]1` (stereo not given) gave mcGAS lum -12, hcGAS inh -2 and NPYLR7 ag 8.
`O=C(NCCc1ccccc1Cl)c1sc2ccccc2c1Cl` gave mcGAS lum -5, hcGAS inh -5 and NPYLR7 ag 5.
For NC(=O)C(=O)NCc1cccnc1Oc1ccc(F)cc1F the results were mcGAS lum 0, hcGAS inh -4 and NPYLR7 ag 0.
`COCCN1C(=O)CC2(C1=O)C(=O)N(CCCOc1ccccc1OC)c1ccc(Cl)cc12` (stereo not given) gave mcGAS lum -3, hcGAS inh 2 and NPYLR7 ag -13.
For Cc1nc(C(C)NC(=O)c2cnc(Nc3ccccc3)nc2)n[nH]1 (stereo not given) the results were hcGAS inh -5 and NPYLR7 ag 1.
Screening Cc1cc(C(=O)N(C)[C@@H]2CS(=O)(=O)C[C@H]2O)c(-c2ccccc2)o1 returned mcGAS lum -18, hcGAS inh -7 and NPYLR7 ag 5.
COC(=O)c1sc2nc[nH]c(=O)c2c1CC(=O)O was read as hcGAS inh -2 and NPYLR7 ag -1.
Cc1[nH]n(-c2cccc(Cl)c2)c(=O)c1C1=C([n+]2ccccc2)C(=O)N(Cc2ccccc2)C1=O was read as mcGAS lum -3, hcGAS inh -4 and NPYLR7 ag -5.
For CCOc1ccc2ccccc2c1C(=O)N[C@@H]1C(=O)N2[C@@H]1SC(C)(C)[C@@H]2C(=O)O the results were mcGAS lum -5, hcGAS inh 0&-10 and NPYLR7 ag -2&2.
Screening O=C(Nc1cccc(CS(=O)(=O)C2CCCCC2)c1)c1ccoc1 returned hcGAS inh -19 and NPYLR7 ag 3.
Screening O=C(Nc1cccc(Cl)c1)N(Cc1ccc(OS(=O)(=O)c2cccc(C(F)(F)F)c2)cc1)Cc1ccco1 returned mcGAS lum -5, hcGAS inh -4 and NPYLR7 ag -2.
For CC(C)(C)c1ccc(OCC(=O)Nc2ccccc2C(=O)Nc2ccc(C(=O)O)cc2)cc1 the results were hcGAS inh 7 and NPYLR7 ag 11.
CCC(C)NC(=O)c1cnn2c1NC(c1cccs1)CC2C(F)(F)F (stereo not given) was read as mcGAS lum -5, hcGAS inh -3 and NPYLR7 ag -1.
`CCCCNC(=O)c1csc(CN(CCCC)C(=O)Nc2ccc(F)c(F)c2)n1` gave mcGAS lum 0, hcGAS inh 4 and NPYLR7 ag 16.
`O=C(c1csc(-c2ccc(F)cc2)n1)N1CCN(S(=O)(=O)c2ccc(F)c(Cl)c2)CC1` gave hcGAS inh -2 and NPYLR7 ag 1.
`Cc1ccccc1SC1CCN(C(=O)c2cn(C3CCCCCC3)nn2)CC1` gave mcGAS lum -8, hcGAS inh -4 and NPYLR7 ag 6.
CC1(C(=O)Nc2cnc3ccccc3c2)CCN1CCOc1ccccc1 (stereo not given) was read as hcGAS inh -10 and NPYLR7 ag 8.
`CCOc1ccccc1NC(=O)N1C[C@H](N(C)C)C[C@H]1CO` gave hcGAS inh -5 and NPYLR7 ag 9.
For O=C(CCCSc1ccc(NC(=O)c2ccc(F)cc2)nn1)NC1CC1 the results were mcGAS lum -8, hcGAS inh -6 and NPYLR7 ag -7.
Screening Cc1cccnc1NCCNCc1c(C)cc(C)c(CO)c1C returned hcGAS inh -6 and NPYLR7 ag -2.
Screening CCc1ccccc1NC(=O)c1ccc(S(=O)(=O)NCCOC)cc1 returned mcGAS lum -1, hcGAS inh 1 and NPYLR7 ag -1.
Screening Cc1cc2nc(N(CCCN3CCOCC3)C(=O)c3ccco3)sc2cc1C returned mcGAS lum -9, hcGAS inh -5 and NPYLR7 ag 3.
Screening CC(c1nc2scc(-c3ccco3)c2c(=O)[nH]1)N(C)Cc1ccccc1Br (stereo not given) returned mcGAS lum -4, hcGAS inh -3 and NPYLR7 ag 2.
Screening CC(c1ccccc1Cl)N1CCC(C(N)=O)CC1 (stereo not given) returned hcGAS inh -15 and NPYLR7 ag 0.
For CC(C)NS(=O)(=O)c1cccnc1Cl the results were hcGAS inh -3 and NPYLR7 ag 3.
CCOCCc1nnc(NC(=O)C2CCCN(C(=O)C(C)(C)C)C2)s1 (stereo not given) was read as mcGAS lum -2 and hcGAS inh -5.
CCn1c(C2CCN(C(=O)c3cccc4c(C)c(C)[nH]c34)CC2)n[nH]c1=O was read as mcGAS lum -16, hcGAS inh -2 and NPYLR7 ag 3.
For Cc1nc(C)n(CC(C)C(=O)NCc2ccc3[nH]c4c(c3c2)CCCC4)n1 (stereo not given) the results were mcGAS lum -15 and hcGAS inh -6.
Screening O=C(CSc1nc(=O)[nH]c2c1CCCC2)c1ccc(F)cc1 returned mcGAS lum -8, hcGAS inh -5 and NPYLR7 ag 0.
`O=C(Nc1ccc2c(c1)CN(C1CCOCC1)CC2)c1ccc(C(F)(F)F)cc1` gave hcGAS inh -2 and NPYLR7 ag 11.
For CCOCCNC(=O)c1c(C)noc1-c1ccc(C(C)(C)C)cc1 the results were mcGAS lum 0, hcGAS inh 2 and NPYLR7 ag -3.
Screening Nc1ccc(SC(F)(F)F)cc1 returned mcGAS lum -8, hcGAS inh -9 and NPYLR7 ag 0.

Rows were taken by chance, and some 0.27% of all compounds hit somewhere here.
